Screening results from PubChem.
GRP78 ERSR act: ER stress response induction in glioma; U87-MG GRP78 promoter luciferase reporter, 16 h; Potency, µM, for inactives: top-dose activation, actives largely listed as activators; 0.02% of 420,000 active; AID 602332; note: potency is the fitted concentration of half-maximal effect; series mostly up to about 76 µM; % of control where 0% means no effect; nearly all actives have a fitted effect of over 35% in size
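Stably transfected U87-MG human glioma cells carrying a GRP78-based luminescent sensor were seeded at 1000 cells/well, pin-dosed with compounds and incubated 16 h. Luciferase reagent was then added, and end-point luminescence was read after 10 min at room temperature.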
RXFP1 antagonist: antagonists of human relaxin receptor RXFP1; Q9HBX9; HEK293-RXFP1, relaxin-stimulated cAMP HTRF, 30 min; active compounds read low; activity change, negative = inhibition, % at 57.5 µM; 0.59% of 350,000 active; AID 1259400;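 active = activity change of -60% or lower, but not beyond a set lower limit; inconclusive = change between -60% and -40%, or beyond the set limit; inactive = change above -40%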; note: % is set by controls: 0 for no effect and ±100 for the full control effect
Target sequence (Q9HBX9 whole entry, looked up): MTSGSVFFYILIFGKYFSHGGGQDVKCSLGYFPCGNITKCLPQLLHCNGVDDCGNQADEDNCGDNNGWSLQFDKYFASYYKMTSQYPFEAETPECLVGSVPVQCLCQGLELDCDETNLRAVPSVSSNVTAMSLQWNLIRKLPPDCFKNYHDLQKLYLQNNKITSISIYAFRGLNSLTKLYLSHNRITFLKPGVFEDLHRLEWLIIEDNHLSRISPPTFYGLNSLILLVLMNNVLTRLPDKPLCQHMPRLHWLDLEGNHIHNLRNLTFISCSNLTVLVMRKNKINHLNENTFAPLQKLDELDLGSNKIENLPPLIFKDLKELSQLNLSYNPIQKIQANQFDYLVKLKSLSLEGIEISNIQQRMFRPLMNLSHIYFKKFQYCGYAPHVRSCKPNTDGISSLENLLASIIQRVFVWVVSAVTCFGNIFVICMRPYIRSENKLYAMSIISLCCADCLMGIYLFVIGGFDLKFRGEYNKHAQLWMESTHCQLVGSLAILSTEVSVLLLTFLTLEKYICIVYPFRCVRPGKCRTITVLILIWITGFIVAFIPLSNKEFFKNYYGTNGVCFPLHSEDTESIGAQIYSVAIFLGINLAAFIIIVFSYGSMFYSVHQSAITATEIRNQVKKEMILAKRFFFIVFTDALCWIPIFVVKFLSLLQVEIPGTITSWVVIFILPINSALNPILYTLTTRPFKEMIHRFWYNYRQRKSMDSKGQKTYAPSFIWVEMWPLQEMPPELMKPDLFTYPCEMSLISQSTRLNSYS
D1 PAM: potentiators of human D1 dopamine receptor; P21728; HEK293 TREx D1 cells, calcium flux, dopamine EC20 potentiation; potentiation, % at 10 µM; 0.036% of 360,000 active; AID 504651; in the data active = potentiation above about 30%; note: 0% is about no effect
Vif-APOBEC3G blk: Vif-A3G binding inhibition; 0.076% of 410,000 active; AID 602310; HeLa A3G-eYFP + Vif (tagged APOBEC3G with the HIV-1 protein that degrades it), YFP fluorescence, overnight; Potency, µM (doses to about 46.1 µM), for inactives: top-dose activity, negative = active, usual class: inhibitors;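 note: potency is the fitted concentration of half-maximal effect; % is set by controls: 0 for no effect and ±100 for the full control effect; nearly all actives have a fitted effect of over 60% in size; hits raise eYFP signal because A3G escapes Vif-driven loss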
Target sequence (Q9HC16 whole entry, looked up): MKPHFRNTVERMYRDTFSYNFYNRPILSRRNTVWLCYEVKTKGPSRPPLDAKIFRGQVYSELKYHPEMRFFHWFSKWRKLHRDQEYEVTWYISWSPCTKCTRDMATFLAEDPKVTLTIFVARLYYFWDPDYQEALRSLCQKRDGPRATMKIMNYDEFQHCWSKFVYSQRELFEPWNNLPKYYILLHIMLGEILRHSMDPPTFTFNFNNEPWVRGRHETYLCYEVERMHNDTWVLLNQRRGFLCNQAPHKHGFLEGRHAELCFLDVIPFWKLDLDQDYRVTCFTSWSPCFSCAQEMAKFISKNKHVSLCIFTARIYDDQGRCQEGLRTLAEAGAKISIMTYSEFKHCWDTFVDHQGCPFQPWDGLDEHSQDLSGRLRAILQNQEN
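Read-out is eYFP fluorescence (Ex 488/Em 500-530) from Vif-expressing HeLa A3G-eYFP cells; more signal means A3G escaped Vif-mediated degradation. Cells plated overnight, compound pinned in, incubated overnight at 37 deg C.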
D1 agonist: human D1 receptor agonism; HEK293 T-REx D1 cells, calcium flux, agonist mode; 1% of 360,000 active; activation, % at 2 µM; in the data active = activation above about 30%; note: 0% is about no effect
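Tetracycline-induced HEK293 TREx D1 cells, force-coupled to calcium signalling, were dye-loaded with a no-wash calcium kit. Compound was pin-added after a 10 s baseline. Fluorescence was read kinetically at 1 cycle/s for 180 s, with calcium rises flagged as agonism.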
Vif-APOBEC3F blk: Vif-A3F binding inhibition; Potency, µM (highest dose often 46.1 µM), for inactives: top-dose activity, negative = active; AID 602313; HeLa A3F-eYFP + Vif (tagged APOBEC3F with the HIV-1 protein that degrades it), YFP fluorescence increase; 0.2% of 390,000 active; note: potency is the fitted concentration of half-maximal effect; % of control where 0% means no effect; nearly all actives have a fitted effect of over 65% in size
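HeLa cells stably expressing A3F-eYFP plus Vif, plated and incubated overnight at 37 deg C, then exposed to compounds overnight at 37 deg C. Blocked degradation read as raised yellow fluorescence (Ex 488/Em 500-530).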
D2 potentiator: D2 dopamine receptor (human) potentiation | P14416 | HEK293 T-REx D2, calcium flux, EC20 dopamine potentiation | potentiation, % at 10 µM | 0.34% of 340,000 active;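 active = potentiation over 3 SD above the plate norm, cut at about 30% in these data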; note: 0% is about no effect
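Potentiation of an EC20 dopamine calcium response is measured in a force-coupled, tetracycline-inducible Hek293 Trex D2 line. Compound-only kinetic reads over 180 s flag agonists before dopamine addition.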
D1 antag: blocks dopamine activation of the human D1 receptor. 3.2% of 360,000 active. HEK293 TREx D1 cells, calcium flux, dopamine EC80; active compounds read low. P21728. activity change, negative = inhibition, % at 10 µM; in the data active = activity change below about -30%; note: % is set by controls: 0 for no effect and ±100 for the full control effect
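Cells carrying a force-coupled, tetracycline-inducible human D1 receptor report calcium flux. Each well gets a 10 s baseline, compound with 180 s monitoring, then an EC80 dopamine stimulus with a second 180 s kinetic read.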
RXFP1 agonist: RXFP1 (human) receptor agonism. Q9HBX9. HEK293T-RXFP1 cAMP TR-FRET, 30 min; response scale: percent of porcine relaxin response, buffer zero. Potency, µM (titrated, usually from 57.5 µM), without a hit: at the highest dose activation, actives largely listed as activators. 0.3% of 370,000 active; note: potency is the fitted concentration of half-maximal effect; % is set by controls: 0 for no effect and ±100 for the full control effect; nearly all actives have a fitted effect of over 60% in size; many of its hits are not listed in these tables
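HEK293 cells stably expressing RXFP1, treated 30 min at 37C with compounds plus PDE4 inhibitor Ro 20174; cAMP measured by HTRF TR-FRET. Normalized to buffer and 29 nM porcine relaxin; EC50 by Hill fit.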
* marks the source's active call; other numbers are inactive results; & = joins results of further samples. Unless noted, calls come from the whole dose curve; as a rule, active = well fitted curve in the direction sought with a large enough effect; inconclusive = small, poorly fitted or top-dose-only effect, or another doubt; inactive = no such curve, though single readings can be large; an effect the other way counts as inactive or inconclusive. A portion of the library, so the mix of outcomes need not match the whole.

Screening Cc1cc(C(=O)OCC(=O)NC2CCCC2)c2ccccc2n1 returned GRP78 ERSR act -1%, RXFP1 antagonist 3, D1 PAM -12, Vif-APOBEC3G blk -1%, D1 agonist 2, Vif-APOBEC3F blk inconclusive, D2 potentiator 19, D1 antag -11 and RXFP1 agonist 0.1%.
For C[C@@H]1CN([C@H](C)CO)C(=O)CCCn2nncc2CO[C@H]1CN(C)Cc1cccc2c1OCCCO2 the results were GRP78 ERSR act -3%, RXFP1 antagonist 5, Vif-APOBEC3G blk -4% and Vif-APOBEC3F blk -12%.
For CC1(C)C=Cc2c(c3ccccc3[nH]c2=O)O1 the results were GRP78 ERSR act -4%, RXFP1 antagonist 3, D1 PAM -6, Vif-APOBEC3G blk -3%, D1 agonist 0, Vif-APOBEC3F blk 0%, D2 potentiator -1, D1 antag -8 and RXFP1 agonist 0.6%.
Screening COc1ccc(CCNC(=O)c2ccc3nc(N4CCCCC4)sc3c2)cc1OC returned GRP78 ERSR act 3%, D1 PAM -7, Vif-APOBEC3G blk 3%, D1 agonist 0, Vif-APOBEC3F blk -8%, D2 potentiator 1, D1 antag 2 and RXFP1 agonist 0.1%.
COc1ccc(-c2cc(OC(=O)c3cccc(C)c3)c3c(C)oc(C)c3c(=O)c2)cc1 was read as GRP78 ERSR act -3%, RXFP1 antagonist -16, D1 PAM -3, Vif-APOBEC3G blk 2%, D1 agonist 10, Vif-APOBEC3F blk -9%, D2 potentiator 7, D1 antag 21 and RXFP1 agonist 3.0%.
`O=C(Nn1cnnc1)c1ccccc1CCc1ccccc1` gave GRP78 ERSR act 8%, RXFP1 antagonist -4, D1 PAM -3, Vif-APOBEC3G blk 1%, D1 agonist 2, D2 potentiator -3, D1 antag 2 and RXFP1 agonist 0.7%.
CC(C)(C)c1cc(C(=O)NCc2ccccc2)ccn1 was read as GRP78 ERSR act -1%, RXFP1 antagonist -11, D1 PAM 6, Vif-APOBEC3G blk -5%, D1 agonist 7, Vif-APOBEC3F blk 4%, D2 potentiator -5, D1 antag -32* and RXFP1 agonist 1.8%.
Screening CN(C)C1=NC[C@H](Cc2ccccc2)N1CC1CCC(C(C)(C)C)CC1 (some centres not stated) returned GRP78 ERSR act -2%, D1 PAM -1, Vif-APOBEC3G blk 5%, D1 agonist 0, Vif-APOBEC3F blk 3%, D2 potentiator -8, D1 antag -3 and RXFP1 agonist -2.1%.
For COc1ccccc1NC(=S)N(Cc1cccnc1)Cc1ccco1 the results were GRP78 ERSR act -4%, RXFP1 antagonist -5, D1 PAM -3, Vif-APOBEC3G blk -3%, D1 agonist 2, Vif-APOBEC3F blk -8%, D1 antag 4 and RXFP1 agonist 2.2%.
`C=CCNC(=O)/C(C#N)=C\c1cc(Cl)c(O)c(OCC)c1` gave GRP78 ERSR act -2%, RXFP1 antagonist -11, D1 PAM -8, Vif-APOBEC3G blk -23%, D1 agonist 13, Vif-APOBEC3F blk -17%, D2 potentiator -5, D1 antag 0 and RXFP1 agonist -0.2%.
`O=C(NCC(=O)N1CCN(C(=O)c2ccco2)CC1)c1ccc(Cl)cc1` gave GRP78 ERSR act -2%, RXFP1 antagonist -10, D1 PAM -4, Vif-APOBEC3G blk 0%, D1 agonist -2, Vif-APOBEC3F blk -1%, D2 potentiator 26, D1 antag 4 and RXFP1 agonist 0.7%.
COc1ccc(N2C(=O)CC(N3CCN(c4ccc(C(=O)c5cccnc5)cc4)CC3)C2=O)cc1 (configuration not stated) was read as GRP78 ERSR act -2%, RXFP1 antagonist 9, D1 PAM -3, Vif-APOBEC3G blk 1%, D1 agonist -1, Vif-APOBEC3F blk 6%, D2 potentiator 5, D1 antag 15 and RXFP1 agonist 0.8%.
`COc1ccccc1C(=O)Nc1cc2c(cc1N1CCOCC1)n(C)c(=O)n2C` gave GRP78 ERSR act 1%, RXFP1 antagonist -5, D1 PAM -2, Vif-APOBEC3G blk -3%, D1 agonist 1, Vif-APOBEC3F blk -2%, D2 potentiator 4, D1 antag 2 and RXFP1 agonist -5.1%.
Screening COc1cc(C(=O)NCCSc2ccc(F)cc2)cc(OC)c1OC returned GRP78 ERSR act 4%, RXFP1 antagonist 7, D1 PAM -2, Vif-APOBEC3G blk 1%, D1 agonist 2, Vif-APOBEC3F blk 1%, D2 potentiator 2, D1 antag -2 and RXFP1 agonist -0.1%.
Screening CCOC(=O)CN1C(=O)NC2(CCCc3ccccc32)C1=O (configuration not stated) returned GRP78 ERSR act 0%, RXFP1 antagonist -27, D1 PAM 1, Vif-APOBEC3G blk -4%, D1 agonist 2, Vif-APOBEC3F blk -8%, D2 potentiator -7, D1 antag -5 and RXFP1 agonist -3.0%.
For O=C(C1CCN(c2nnc(-n3cccc3)s2)CC1)N1CCCCC1 the results were GRP78 ERSR act 6%, RXFP1 antagonist -11, D1 PAM -5, Vif-APOBEC3G blk -7%, D1 agonist -1, Vif-APOBEC3F blk -13%, D2 potentiator -7, D1 antag 0 and RXFP1 agonist -1.4%.
Screening COc1ccc(CCCc2nnc(SCC(=O)Nc3ccc(OC)cc3)o2)cc1 returned GRP78 ERSR act 0%, RXFP1 antagonist -15&-7, D1 PAM 0&-3, Vif-APOBEC3G blk 14%, D1 agonist -1&2, Vif-APOBEC3F blk 0%, D2 potentiator 18&-1, D1 antag -5&-5 and RXFP1 agonist 0.3%&5.3%.
For COc1cc(/C=N/NC(N)=S)cc(Br)c1OCc1ccccc1F the results were GRP78 ERSR act 0%, D1 PAM 0, Vif-APOBEC3G blk -11%, D1 agonist 20, Vif-APOBEC3F blk inconclusive, D2 potentiator -9, D1 antag 11 and RXFP1 agonist 0.2%.
O=S(=O)(c1ccc(NC(=S)Nc2ccc3c(c2)OCO3)cc1)N1CCOCC1 was read as GRP78 ERSR act 0%, RXFP1 antagonist 0, D1 PAM -1, Vif-APOBEC3G blk -3%, D1 agonist 2, Vif-APOBEC3F blk 2%, D2 potentiator -1, D1 antag 0 and RXFP1 agonist 0.3%.
Screening COc1ccc(-n2c(C)nc3c(cnn3-c3ccc(F)cc3)c2=O)cc1 returned GRP78 ERSR act -3%, D1 PAM 3, Vif-APOBEC3G blk 5%, D1 agonist 9, Vif-APOBEC3F blk 4%, D2 potentiator -7, D1 antag -27 and RXFP1 agonist 3.0%.
CC(=O)c1cc(C)ccc1OC(=O)c1cccnc1 was read as GRP78 ERSR act -4%, RXFP1 antagonist 2, D1 PAM -6, Vif-APOBEC3G blk -1%, D1 agonist 2, Vif-APOBEC3F blk -5%, D2 potentiator 27, D1 antag -3 and RXFP1 agonist 0.3%.
For Cc1ccccc1Nc1nc(N)nc(C)c1Br the results were GRP78 ERSR act 0%, RXFP1 antagonist 1, Vif-APOBEC3G blk -3% and Vif-APOBEC3F blk 1%.
For CCN(CC)S(=O)(=O)c1cc(NS(=O)(=O)c2ccccc2)ccc1C the results were GRP78 ERSR act -1%, D1 PAM -6, Vif-APOBEC3G blk -1%, D1 agonist 0, Vif-APOBEC3F blk -3%, D2 potentiator -4, D1 antag 3 and RXFP1 agonist 4.9%.
CCOC(=O)C1CCCN(Cc2cccc(Cl)c2)C1 (configuration not stated) was read as GRP78 ERSR act -3%, RXFP1 antagonist -24, D1 PAM 1, Vif-APOBEC3G blk 0%, D1 agonist 1, Vif-APOBEC3F blk 7%, D2 potentiator -20, D1 antag 3 and RXFP1 agonist 1.4%.
`COCCCN1C(=O)C(=O)/C(=C(/O)c2ccc(OC)cc2)C12C(=O)N(C)c1ccccc12` (configuration not stated) gave GRP78 ERSR act -2%, D1 PAM -2, Vif-APOBEC3G blk 4%, D1 agonist 3, Vif-APOBEC3F blk -10%, D2 potentiator 16, D1 antag 19 and RXFP1 agonist inconclusive.
`CCCn1c(N)c(Br)c(=O)[nH]c1=O` gave GRP78 ERSR act -4%, RXFP1 antagonist 6, D1 PAM -4, Vif-APOBEC3G blk 2%, D1 agonist 0, Vif-APOBEC3F blk 11%, D2 potentiator 2, D1 antag 9 and RXFP1 agonist -0.4%.
Screening CCc1cc(=O)n2[nH]c(C)c(-c3ccccc3OC)c2n1 returned GRP78 ERSR act -4%, RXFP1 antagonist 3, D1 PAM 13, Vif-APOBEC3G blk -6%, D1 agonist 0, Vif-APOBEC3F blk -10%, D2 potentiator -3, D1 antag -7 and RXFP1 agonist 0.8%.
Screening COC(=O)c1ccc(COc2cc(C)ccc2C)o1 returned GRP78 ERSR act 8%, RXFP1 antagonist -8, D1 PAM 2, Vif-APOBEC3G blk 1%, D1 agonist 2, Vif-APOBEC3F blk -7%, D2 potentiator 20, D1 antag -8 and RXFP1 agonist -4.0%.
`CC(C)c1ccc(OCc2cc(=O)n3c(-c4ccccc4)csc3n2)cc1` gave GRP78 ERSR act -3%, D1 PAM -1, Vif-APOBEC3G blk 7%, D1 agonist 4, Vif-APOBEC3F blk 0%, D2 potentiator 24, D1 antag 4 and RXFP1 agonist inconclusive.
For COc1ccc(S(=O)(=O)N(CC(=O)NCc2ccncc2)c2ccc(C)cc2)cc1Br the results were GRP78 ERSR act -3%, RXFP1 antagonist -39, D1 PAM -5, Vif-APOBEC3G blk 0%, D1 agonist -1, Vif-APOBEC3F blk -7%, D2 potentiator 1, D1 antag -5 and RXFP1 agonist -1.1%.
For N#CCCN(Cc1cccs1)C(=O)c1ccc(Cl)cc1 the results were GRP78 ERSR act -5%, RXFP1 antagonist 4, D1 PAM 1, Vif-APOBEC3G blk 1%, D1 agonist 1, Vif-APOBEC3F blk -2%, D2 potentiator 5, D1 antag 3 and RXFP1 agonist 0.4%.
Screening Cc1ccccc1Cn1c(CN2CCC(C(=O)NCc3ccc(Cl)cc3)CC2)cc2ccccc21 returned GRP78 ERSR act -6%, RXFP1 antagonist -2, D1 PAM -1, Vif-APOBEC3G blk 1%, D1 agonist 3, Vif-APOBEC3F blk 0%, D2 potentiator 5, D1 antag 20 and RXFP1 agonist -1.6%.

Random excerpt: 2 entries already listed
For N#CCCN(Cc1cccs1)C(=O)c1ccc(Cl)cc1 the results were GRP78 ERSR act -5%, RXFP1 antagonist 4, D1 PAM 1, Vif-APOBEC3G blk 1%, D1 agonist 1, Vif-APOBEC3F blk -2%, D2 potentiator 5, D1 antag 3 and RXFP1 agonist 0.4%.
CC(=O)c1cc(C)ccc1OC(=O)c1cccnc1 was read as GRP78 ERSR act -4%, RXFP1 antagonist 2, D1 PAM -6, Vif-APOBEC3G blk -1%, D1 agonist 2, Vif-APOBEC3F blk -5%, D2 potentiator 27, D1 antag -3 and RXFP1 agonist 0.3%.
